# Mot1-301 SUMO: inhibitors of SUMOylation pathway: yeast Mot1-301 growth rescue; S. cerevisiae Mot1-301 growth rescue, ATP luminescence, 38.5C; percent above DMSO median, 100 means doubled; growth rescue, % at 18.8 µM; actives 1% (n = 320,000); AID 2716;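 active = every valid replicate shows activation above 250% relative to neutral control wells; inactive = the rest, any valid replicate at or below 250%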;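 note: OY570 slx delta 5 strain wells were the positive control but not used for scaling; some compounds called inactive have numbers as strong as hits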
# DSG3 Ab inh: human desmoglein-3 autoantibody binding inhibition; P32926; binding (percent of control), % at 10 µM; actives 0.48% (n = 310,000); DSG3-coupled beads, scFv-anti-DSG3-GFP binding, flow cytometry; stronger effect = lower value;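 active = binding more than 3 SD below its plate's average and above zero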;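 note: hits lower antibody fragment binding to DSG3; some compounds called inactive have numbers as strong as hits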
# HTR5A inv ctr: HTR5A inverse agonism, opioid heterodimer counter-screen. AID 504634. HTR5A cell line, luminescence. actives 0.083% (n = 340,000). P47898. inhibition, % at 9.3 µM; in the data active = inhibition mostly above about 23%, no sharp cut-off; inactive = mostly below about 18%;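 note: 0% = cells with DMSO and 100% = no-cell wells with DMSO; some compounds called inactive have numbers as strong as hits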
# OPRM1-OPRD1 inv: inverse agonist of human OPRM1-OPRD1 heterodimerization | actives 0.21% (n = 340,000) | inhibition, % at 9.3 µM | P35372+P41143 | cell-based MOR-DOR heterodimer luminescence, inverse agonism | AID 504357; in the data active = inhibition above about 22%, passing the limit was not always enough;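 note: 0% = cells with DMSO and 100% = wells without cells with DMSO; values of inactives mirror those of a sister screen read the other way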
# Target sequence (P35372 whole entry, looked up): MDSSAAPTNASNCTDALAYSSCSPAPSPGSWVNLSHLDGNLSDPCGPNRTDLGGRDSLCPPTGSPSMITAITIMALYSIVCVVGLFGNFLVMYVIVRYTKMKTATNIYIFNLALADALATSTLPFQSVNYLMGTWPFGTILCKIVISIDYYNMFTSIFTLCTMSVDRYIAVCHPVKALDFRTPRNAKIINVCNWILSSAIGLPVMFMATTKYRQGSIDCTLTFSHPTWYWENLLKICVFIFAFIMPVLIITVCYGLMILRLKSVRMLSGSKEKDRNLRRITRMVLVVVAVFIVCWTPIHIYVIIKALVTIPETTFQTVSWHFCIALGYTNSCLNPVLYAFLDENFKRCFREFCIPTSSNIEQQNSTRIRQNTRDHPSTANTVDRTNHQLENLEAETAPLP
# Target sequence (P41143 whole entry, looked up): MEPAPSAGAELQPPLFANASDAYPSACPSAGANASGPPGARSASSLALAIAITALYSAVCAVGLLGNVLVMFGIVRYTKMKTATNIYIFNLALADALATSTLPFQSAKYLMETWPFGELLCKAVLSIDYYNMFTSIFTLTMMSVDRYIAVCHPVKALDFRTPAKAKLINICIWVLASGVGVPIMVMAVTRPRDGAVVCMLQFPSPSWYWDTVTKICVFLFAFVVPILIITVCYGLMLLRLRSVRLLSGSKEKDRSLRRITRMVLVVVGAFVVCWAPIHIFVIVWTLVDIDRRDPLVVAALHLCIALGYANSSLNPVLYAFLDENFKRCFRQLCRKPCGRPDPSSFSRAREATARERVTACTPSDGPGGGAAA
# Ecoli viability: bacterial growth inhibition, counter-screen for AddAB inhibitors; AID 449728; inhibition, % at 11.9 µM; actives 0.27% (n = 330,000); E. coli V3065 growth, OD600 absorbance, 18 h;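 active = inhibition above the campaign's mean inhibition across all tested compounds plus 3 SD, cut at about 9.9% in these data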;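 note: uninfected addAB+ strain grown without phage in ampicillin broth; 0% = DMSO wells and 100% = ciprofloxacin 0.95 µg/ml wells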
# phage Ecoli inh: E. coli growth loss with phage present | growth absorbance | inhibition, % at 11.9 µM | actives 0.26% (n = 360,000) | AID 651602; in the data active = inhibition above about 11%
# AddAB inh: less growth of phage-infected E. coli with AddAB. E. coli expressing H. pylori AddAB, absorbance growth. inhibition, % at 11.9 µM. actives 0.29% (n = 330,000); in the data active = inhibition above about 12%;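 note: 0% = vehicle wells of infected cells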
# OPRM1-OPRD1 ag: agonists of human mu-delta opioid receptor heterodimerization; P35372+P41143; cells, OPRM1-OPRD1 heterodimerization, luminescence; activation, % at 9.3 µM; actives 0.3% (n = 340,000); in the data active = activation above about 18%;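 note: 0% = vehicle-treated cells and 100% = reference agonist; values of inactives mirror those of a sister screen read the other way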
# PKA-R1A act: activators of PKA-R1A complex; P00514+P68181; PKA-R1A dissociation, Cy5-IP20 fluorescence polarization; scaled: DMSO 0%, 113 µM cGMP 100%; activation, % at 11.4 µM; actives 0.083% (n = 340,000); AID 504707;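 active = percent activation above the mean of all tested compounds plus 3 SD, cut at about 19% in these data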;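 note: higher means more PKAc released from R1A so a rise in polarization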
# HTR5A ag: activates human HTR5A in OPRM1-OPRD1 agonist counter-screen; P47898; HTR5A agonist assay, luminescence, cell-based; actives 0.61% (n = 340,000); activation, % at 9.3 µM; in the data active = activation mostly above about 9.5%, no sharp cut-off; inactive = mostly below about 7.6%;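 note: 0% = cells with vehicle only and 100% = reference agonist; strong numbers were not always called active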
# PfHsp90 set2: inhibits growth of yeast expressing Plasmodium falciparum Hsp90 | actives 0.32% (n = 310,000) | S. cerevisiae expressing PfHsp90, BacTiter-Glo ATP, 48 h; yeast lacking PDR1 and PDR3 efflux regulators | inhibition, % at 9.4 µM;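 active = every replicate shows inhibition above about 80%, whatever the replicate mean, limit read from the data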;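 note: 0% = DMSO neutral controls and 100% = 20 µM radicicol positive controls; yeast relying on Plasmodium falciparum Hsp90 in place of its own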
# * hit, by the source's call; nt = no result given.
# Below each SMILES: Mot1-301 SUMO	DSG3 Ab inh	HTR5A inv ctr	OPRM1-OPRD1 inv	Ecoli viability	phage Ecoli inh	AddAB inh	OPRM1-OPRD1 ag	PKA-R1A act	HTR5A ag	PfHsp90 set2
(1) Cn1nc2c3ccccc3n(Cc3ccccc3)c2nc1=S
  -3	95	-10	18	0.5	1.1	-3.7	-3.6	3	3	-10
(2) COc1ccc(N2CCN(C(=O)c3ccc(C)cc3)CC2)c([N+](=O)[O-])c1
  14	96	-2	8	-3.5	1.8	1.0	-1.4	-1	1	-10
(3) N/C(=N\OCC(=O)Nc1ccccc1)c1nonc1N
  1	105	-3	7	-1.4	1.0	3.2	-1.4	2	1	-2
(4) CCCCCn1c(=O)[nH]c2cc(C(=O)NCCN3CCC(C)CC3)ccc2c1=O
  -5	103	-11	11	-1.6	nt	2.1	-1.5	-5	2	-25
(5) Nc1nc(-c2ccc(NC(=O)c3ccco3)cc2)cs1
  3	95	-18	16	2.2	-0.1	0.2	-2.8	-13	5	33
(6) CC/C(=N\NC(=O)c1ccc(N2CCCC2=O)cc1)c1ccccc1
  30	115	4	1	0.4	0.9	0.9	-0.2	-3	-2	-18
(7) CCn1c(O)c(N=NC(=O)CNC(=O)Cc2ccccc2)c2ccccc21
  11	nt	-11	8	4.1	3.4	4.7	-1.6	-8	10	-24
(8) CC(C)[C@H](NC(=O)C1CCCC1)c1nc2ccccc2[nH]1
  -13	114	10	2	1.6	-1.8	-0.3	-0.5	-3	-4	nt
(9) C=CCOC(=O)C1=C(C)OC(N)=C(C#N)C1c1ccoc1 (centres undefined)
  3	100	41	4	-1.5	3.9	-0.4	-0.7	-2	1	-24
(10) CC(C)C[C@H](NC(=O)c1[nH]cnc1C(=O)N[C@@H](C)c1ccccc1)C(=O)OCc1ccccc1
  4	96	9	-20	3.2	nt	4.2	3.5	-12	2	5
(11) C/C(Cn1nnc2ccccc21)=N\NC(=O)c1ccc(Br)cc1
  10	107	-19	-4	-1.6	4.9	4.0	0.5	4	7	7
(12) CCN(CC)CCCNc1ncnc2scc(-c3ccc(F)cc3)c12
  -9	114	-1	18	0.9	3.6	3.5	-3.5	-3	0	-6
(13) CC1C(=O)N2CCCc3cc(NC(=O)C(=O)NCCc4ccccc4)cc1c32 (centres undefined)
  81	111	-8	16	-1.6	3.4	-3.2	-2.8	-14	3	4
(14) COc1ccc(S(=O)(=O)Nc2cccc(F)c2C)cc1C(=O)N1CCOCC1
  -8	106	-3	16	0.7	1.8	-0.1	-3.1	1	1	-2
(15) CCc1nc(CN2CCN(c3ccc(C(F)(F)F)cn3)CC2)c(C)[nH]1
  213	112	18	12	3.2	1.8	3.1	-2.3	7	5	3
(16) O=C(CSc1nc2ccccc2s1)Nc1ccc(Cl)c(C(=O)O)c1
  -1	98	8	2	3.3	3.4	2.1	-0.4	-1	-3	-19
(17) CCOC(=O)C1C(c2ccccc2Cl)NC(=O)N(C)C1(O)C(F)(F)F (centres undefined)
  43	102	-16	0	4.2	4.7	3.6	0.0	8	3	24
(18) O=C(NCc1ccc2c(c1)OCO2)C1CCCN1C(=O)Nc1ccc(Cl)cc1 (centres undefined)
  -22	106	-8	-20	1.4	0.6	3.6	2.5	9	3	-18
(19) O=C(Nc1ccc(F)cc1Cl)c1ccc2c(=O)n3c(nc2c1)CCC3
  nt	104	11	-7	0.5	2.3	-0.6	1.0	-9	-4	-1
(20) CN(CC(=O)Nc1ccccc1Br)C(=O)c1cccc(S(=O)(=O)NCc2ccccc2)c1
  32	107	-3	3	-1.1	0.5	-1.6	-0.5	2	1	33
(21) Cc1cccc(C)c1NC(=O)COC(=O)c1ccc(N2CCCC2)c([N+](=O)[O-])c1
  52	101	8	-17	-2.9	-1.2	-0.9	3.0	5	1	7
(22) Cn1c(CCN2CCOCC2)nc2cc(NC(=O)COc3ccc([N+](=O)[O-])cc3)ccc21
  -11	100	-17	2	1.5	2.5	2.0	-0.4	-2	1	-6
(23) Cc1ccc(N(C(=O)c2ccco2)C(C(=O)NC2CCCC2)c2ccco2)c(C)c1 (centres undefined)
  9	98	-5	21	0.7	1.1	0.8	-3.3	-3	-6	11
(24) O=C(CSCc1ccc(F)cc1)NCc1ccc(F)cc1
  -4	105	-12	-11	-0.1	2.8	-1.2	2.1	10	5	-17
(25) COc1ccc(CN=CC2=C(O)CNC2=O)cc1OC
  812	95	4	10	-0.4	2.8	2.1	-2.5	1	0	-7
(26) CC1=C(C(=O)OC(C)C)C(c2ccc(F)cc2)NC(=O)N1 (centres undefined)
  118	110	5	10	0.5	0.9	4.0	-2.3	4	-4	nt
(27) CCOC(=O)/C(C#N)=C\c1c(OCC)n(CC)c2ccccc12
  -6	110	1	8	0.3	4.0	0.3	-1.5	-5	2	11
(28) O=C(COc1ccc(Cl)cc1)N1CCN(c2cccc(C(F)(F)F)c2)CC1
  -7	108	4	-10	2.2	1.4	1.2	2.1	-12	-2	nt
(29) CCN1CCN(CCCOc2ccccc2-c2ccccc2)CC1
  45	105	-31	4	-3.8	-1.1	1.7	-0.8	-3	6	-11
(30) Cc1ccc(CCNC(=O)C2CCN(C(=O)N(C)C)CC2)cc1
  6	95	4	-5	-1.1	-0.9	-0.5	0.8	2	-1	-4
(31) O=C(N/N=C/c1ccco1)c1cc(-c2ccc(Cl)cc2)n[nH]1
  279	110	1	-8	-1.9	1.8	0.6	1.5	6	-1	5
(32) COCc1cc(N2CCOCC2)nc(-c2ccccc2)n1
  -1	101	-7	11	-1.3	-0.5	2.7	-2.1	-12	2	-15
(33) CC(=O)N1CCc2cc(C(=O)CN3CCC(C)CC3)ccc21
  14	110	-6	9	-0.5	-1.7	-4.8	-1.6	-17	-6	6
(34) CC(=O)N/C(=C/c1ccc(OS(=O)(=O)c2ccc(C)cc2)cc1)C(=O)Nc1ccc(C(=O)O)cc1
  0	101	7	16	-0.6	2.0	0.8	-2.9	-13	-2	-3
(35) Cc1ccccc1Cc1c(C)nc2nc(SCC(=O)NCc3ccco3)nn2c1C
  125	105	-2	12	-0.9	2.5	1.3	-2.2	-8	-2	2
(36) COc1ccc(-c2nnc(Nc3ccc(CC(N)=O)cc3)c3ccccc23)cc1
  -4	104	-18	11	-1.6	5.2	4.9	-2.0	-3	5	7
(37) CCCC(=O)Nc1ccc(C(=O)NNC(=O)COc2ccc(Br)c(C)c2)cc1
  3	121	-3	-1	0.2	-0.5	2.1	0.1	7	7	15
(38) CCCn1c(CNC(=O)Cc2ccccc2)nc2ccccc21
  19	108	0	2	1.6	3.2	0.4	-0.3	4	-1	nt
(39) NNc1nc(-c2ccccc2Cl)nc2ccccc12
  -14	101	7	6	-1.7	2.9	2.9	-1.3	-6	-2	-31
(40) CCOc1cc(CNC(=O)CCCn2c(=O)c3cccn3c3cccnc32)cc(OCC)c1OCC
  16	101	-8	15	1.6	-1.9	1.4	-2.9	-13	2	-5
(41) CC1=NN(C(=O)c2ccccc2C)C(O)(c2ccc(Cl)cc2)C1 (centres undefined)
  -7	95	-12	16	nt	2.2	nt	-3.4	2	3	-10
(42) CCCCC(=O)Nc1cccc(NC(=S)NC(=O)C(C)C)c1
  3	101	4	14	0.5	4.5	2.8	-2.7	6	-2	14
(43) O=C(CSc1ncnc2nc[nH]c12)N1CCN(c2ccc(Cl)cc2)CC1
  -19	100	-6	6	0.3	1.6	3.2	-1.2	3	-4	31
(44) COC(=O)COc1ccc(S(=O)(=O)N2CCN(c3ccc(F)cc3)CC2)cc1
  0	102	-31	11	-2.0	1.8	1.2	-2.0	1	4	17
(45) COc1ccc2[nH]c3c(c2c1)CCN1C(=O)C(CC(=O)NCc2cccc(C(F)(F)F)c2)C[C@H](C(=O)N2CCCCC2)[C@@]31C (some centres undefined)
  nt	79*	-1	5	-2.7	0.1	-3.1	-1.0	-5	0	-5
(46) CC(=O)c1ccc(S(=O)(=O)N2CCN(S(=O)(=O)c3ccccc3C(F)(F)F)CC2)cc1
  20	96	7	7	-1.3	1.4	-1.4	-1.2	-10	-2	10
(47) Nc1ccc(C(=O)Nc2ccco2)cc1
  10	89	-57	-4	0.0	3.5	2.3	0.7	2	-3	nt
(48) CCCCOC(=O)NC1(C)CCS(=O)(=O)C1 (centres undefined)
  -24	129	-24	11	0.5	3.0	1.6	-2.0	-11	5	-15
(49) Cc1ccc(-c2cc(-c3ccc(F)cc3)nc(N)c2C#N)o1
  -9	nt	4	-11	-1.1	1.7	2.5	2.8	4	-2	-4
(50) COc1ccc(C(=O)CSc2nnc(-c3ccccn3)n2Cc2ccco2)cc1
  -4	nt	24	4	-1.3	3.7	4.8	-0.7	-8	-9	nt
(51) Nc1nc(NCC(=O)O)nc(NC2CCCCC2)c1[N+](=O)[O-]
  -16	103	6	15	nt	2.1	nt	-3.5	-11	-2	11
(52) COc1ccc(Oc2ccccc2/C=N/O)cc1
  27	85	9	-9	0.2	2.6	4.0	1.8	-1	-3	-9
(53) CC(C1CC1)N(Cc1ccccc1)C(=S)Nc1cccc(C(F)(F)F)c1 (centres undefined)
  11	104	-12	-9	0.8	2.5	-1.6	1.7	-6	2	-50
(54) Cc1cccc(OCC(=O)NCCCNC(=O)c2ccc(C)nc2)c1
  568	100	4	-3	-1.6	1.8	3.9	0.3	0	-1	7

# In a second layout: nine of the compounds above
46	CC(=O)c1ccc(S(=O)(=O)N2CCN(S(=O)(=O)c3ccccc3C(F)(F)F)CC2)cc1
47	Nc1ccc(C(=O)Nc2ccco2)cc1
48	CCCCOC(=O)NC1(C)CCS(=O)(=O)C1 (centres undefined)
49	Cc1ccc(-c2cc(-c3ccc(F)cc3)nc(N)c2C#N)o1
50	COc1ccc(C(=O)CSc2nnc(-c3ccccn3)n2Cc2ccco2)cc1
51	Nc1nc(NCC(=O)O)nc(NC2CCCCC2)c1[N+](=O)[O-]
52	COc1ccc(Oc2ccccc2/C=N/O)cc1
53	CC(C1CC1)N(Cc1ccccc1)C(=S)Nc1cccc(C(F)(F)F)c1 (centres undefined)
54	Cc1cccc(OCC(=O)NCCCNC(=O)c2ccc(C)nc2)c1
compound no.	46	47	48	49	50	51	52	53	54
Mot1-301 SUMO	20	10	-24	-9	-4	-16	27	11	568
DSG3 Ab inh	96	89	129	nt	nt	103	85	104	100
HTR5A inv ctr	7	-57	-24	4	24	6	9	-12	4
OPRM1-OPRD1 inv	7	-4	11	-11	4	15	-9	-9	-3
Ecoli viability	-1.3	0.0	0.5	-1.1	-1.3	nt	0.2	0.8	-1.6
phage Ecoli inh	1.4	3.5	3.0	1.7	3.7	2.1	2.6	2.5	1.8
AddAB inh	-1.4	2.3	1.6	2.5	4.8	nt	4.0	-1.6	3.9
OPRM1-OPRD1 ag	-1.2	0.7	-2.0	2.8	-0.7	-3.5	1.8	1.7	0.3
PKA-R1A act	-10	2	-11	4	-8	-11	-1	-6	0
HTR5A ag	-2	-3	5	-2	-9	-2	-3	2	-1
PfHsp90 set2	10	nt	-15	-4	nt	11	-9	-50	7
